# ROC1-CUL1 inh – inhibitors of human ROC1-CUL1 ubiquitin ligase activity; in vitro K48 di-Ub FRET, acceptor:donor ratio, 45 min; inhibition, % at 10 µM; 0.6% of 140,000 active; AID 1347404, 2020; in the data active = inhibition above about 25%
# Target sequence (P62877 whole entry, looked up): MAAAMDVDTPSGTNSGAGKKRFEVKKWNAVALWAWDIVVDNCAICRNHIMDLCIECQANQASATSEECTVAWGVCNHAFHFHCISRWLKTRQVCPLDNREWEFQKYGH
# Target sequence (Q13616 whole entry, looked up): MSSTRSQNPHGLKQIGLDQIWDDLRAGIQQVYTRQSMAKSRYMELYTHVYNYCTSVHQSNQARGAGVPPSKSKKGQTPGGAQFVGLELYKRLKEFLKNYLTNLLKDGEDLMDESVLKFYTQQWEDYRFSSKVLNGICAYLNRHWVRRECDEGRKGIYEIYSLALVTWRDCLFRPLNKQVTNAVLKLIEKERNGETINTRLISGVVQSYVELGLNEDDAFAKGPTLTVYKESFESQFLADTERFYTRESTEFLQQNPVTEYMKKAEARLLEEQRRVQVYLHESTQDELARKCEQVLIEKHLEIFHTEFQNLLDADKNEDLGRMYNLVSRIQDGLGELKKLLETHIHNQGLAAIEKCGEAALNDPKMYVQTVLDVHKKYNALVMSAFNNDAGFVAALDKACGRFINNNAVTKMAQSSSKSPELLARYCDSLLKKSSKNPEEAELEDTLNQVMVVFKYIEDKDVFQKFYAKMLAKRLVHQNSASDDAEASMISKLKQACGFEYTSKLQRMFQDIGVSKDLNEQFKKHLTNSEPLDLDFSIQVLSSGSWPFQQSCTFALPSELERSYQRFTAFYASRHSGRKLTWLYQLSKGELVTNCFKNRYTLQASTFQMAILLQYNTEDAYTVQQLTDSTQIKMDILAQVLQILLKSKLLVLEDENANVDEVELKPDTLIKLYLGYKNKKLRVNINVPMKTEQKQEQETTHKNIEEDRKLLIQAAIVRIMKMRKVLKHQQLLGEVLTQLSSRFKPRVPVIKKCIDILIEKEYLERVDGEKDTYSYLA
# The depositor's hits bear a star; & = joins results of further samples.
# Start of the listing, in advance:
ROC1-CUL1 inh | canonical_smiles
3.9 | CCc1cccc(NC(=O)CSc2nncn3c2cc2sccc23)c1
-0.5 | COc1ccc(CCNC(=O)CCn2c(=O)c3ccccc3n(CC(=O)Nc3cccc(C)c3)c2=O)cc1OC
-7.0 | O=C(Cc1ccc(NC(=O)N2CCSc3ncccc32)cc1)NCc1cccc(Cl)c1
11.7 | COc1ccc(C(=O)/C=C/c2c(C)[nH]c3ccccc23)cc1
-1.3 | COc1ccc(Nc2oc(/C=C/c3cc(OC)c(OC)c(OC)c3)nc2C#N)cc1
-16.2 | CCCc1cc(=O)[nH]c(SCC(=O)Nc2ccc(OC(F)(F)Cl)cc2)n1
-2.9 | CCCCC(=O)N1CC2(CC)CN(C(=O)CCCC)CC(CC)(C1)C2=O

# All compounds of this part (from the top)
ROC1-CUL1 inh | canonical_smiles
3.9 | CCc1cccc(NC(=O)CSc2nncn3c2cc2sccc23)c1
-0.5 | COc1ccc(CCNC(=O)CCn2c(=O)c3ccccc3n(CC(=O)Nc3cccc(C)c3)c2=O)cc1OC
-7.0 | O=C(Cc1ccc(NC(=O)N2CCSc3ncccc32)cc1)NCc1cccc(Cl)c1
11.7 | COc1ccc(C(=O)/C=C/c2c(C)[nH]c3ccccc23)cc1
-1.3 | COc1ccc(Nc2oc(/C=C/c3cc(OC)c(OC)c(OC)c3)nc2C#N)cc1
-16.2 | CCCc1cc(=O)[nH]c(SCC(=O)Nc2ccc(OC(F)(F)Cl)cc2)n1
-2.9 | CCCCC(=O)N1CC2(CC)CN(C(=O)CCCC)CC(CC)(C1)C2=O
5.2 | CCS(=O)(=O)N1CCCC(C(=O)Nc2cc(Cl)ccc2C)C1 (stereo not drawn)
-4.0 | Cc1scc(C(=O)N2CCN(c3ccccc3F)CC2)c1C
-5.1 | CCCCCCSc1nnc2c(n1)OC(c1ccc(C(C)(C)C)cc1)Nc1ccccc1-2 (stereo not drawn)
3.7 | O=C(COc1ccc(Cl)cc1)Nc1ccccc1S
1.1 | CC(C)N(C(=O)Cn1cc(SCC(=O)Nc2ccccc2C(F)(F)F)c2ccccc21)C(C)C
0.0 | CC(C)(C)c1ccc(CN(N=Nc2nonc2N)c2nonc2N)cc1
-0.4 | Cc1nc2ccccn2c1C(=O)O
3.7 | C=CCn1c(COc2ccccc2)nnc1SCC(=O)Nc1ccc(C)cc1
3.8 | COC(=O)c1ccc(C(=O)OC)c(NC(=O)N2CC3CCCN3c3ccccc32)c1 (stereo not drawn)
-14.8 | COC(=O)c1ccc(C(=O)NC2CCCN(Cc3cccc(OC)c3)C2)cc1 (stereo not drawn)
4.1&2.2 | COc1ccc(C(=O)N2c3ccc(C)cc3C(C)(c3ccccc3)CC2(C)C)cc1 (stereo not drawn)
1.3 | Cc1nn(C)c(C)c1/C=C(\C#N)C(N)=O
6.7 | C=CCn1c(COc2ccccc2)nc2ccccc21
-5.3 | O=C(CCCCC(=O)NNC(=O)COc1ccc2ccccc2c1)NNC(=O)COc1ccc2ccccc2c1
-2.4 | Cc1ccc(-c2nnc(-c3nnn(-c4ccccc4)c3C)o2)cc1
-1.6 | Cc1ccc(S(=O)(=O)CNC(=S)c2cccc(Cl)c2)cc1
-4.9 | Cc1ccc(NC(=O)CC2Oc3ccc(C)cc3NC2=O)c(C)c1 (stereo not drawn)
-3.7 | CCc1nn(CC(=O)NCCN(CC(C)C)CC(C)C)c(=O)c2cc3sc(C)cc3n12
-6.6 | CCc1ccc(OCc2nnc(SCC(=O)Nc3ccccc3Cl)n2CC)cc1
-4.2 | Cc1cc(Cl)ccc1NS(=O)(=O)c1ccc2c(c1)CCN2S(C)(=O)=O
6.2 | Cc1cc(=O)oc2cc(OCC(=O)N3CCOCC3)ccc12
0.8 | COc1cccc2c1cc1c(=O)n(CC(=O)N3CCC(C)CC3)nc(C)n12
8.3 | N#CC1(Cc2ccccc2)c2ccccc2C=CN1C(=O)c1ccccc1 (stereo not drawn)

# The list continues.
ROC1-CUL1 inh | canonical_smiles
-2.1 | Cc1ccc2oc(-c3cccc(N=Cc4cc(Br)cc(Br)c4O)c3)nc2c1
4.2 | CCN(CC)CCNC(=O)c1ccccc1NC(=O)Nc1cccc(C(F)(F)F)c1
-2.5 | CN(C)C(CNC(=O)Nc1nnc(C(F)(F)F)s1)c1ccccn1 (stereo not drawn)
-0.2 | Cc1cc(C)c2c(c1)c(-c1ccccc1)c(-c1ccccc1)n2CC(O)CN1CCN(Cc2ccccc2)CC1 (stereo not drawn)
13.3 | Clc1nnc(-c2ccccc2)c2c(-c3ccccc3)n(-c3ccccc3)nc12
4.8 | COCCCn1c(=N)c(C(=O)NCC2CCCO2)cc2c(=O)n3cc(C)ccc3nc21 (stereo not drawn)
-4.2 | Cc1ccc(-c2cc3ncc(C#N)c(-c4cccc(C)c4)n3n2)cc1
-9.4 | O=C(C1CCCC1)N1CCC2(CCCN(CC3CCCCC3)C2)C1 (stereo not drawn)
10.4 | Cc1c(CC(=O)NCC(C)O)c2c(n1Cc1ccccc1F)CCCC2=O (stereo not drawn)
3.6 | CCN1N=C(c2ccccc2)Cn2c1nc1c2c(=O)n(CC)c(=O)n1C
-3.9 | Cc1c2cnn(-c3ccccc3)c(=O)c2c(C)n1C(C)C(=O)Nc1ccccc1C(F)(F)F (stereo not drawn)
-1.2 | CCCOC(=O)c1c(-c2ccc(Br)cc2)csc1NC(=O)c1csc(C)c1C
-2.2 | CCCn1cc(S(=O)(=O)c2ccc(OC)cc2)c(=O)c2cc(F)c(N3CCCCCC3)cc21
8.0 | Cc1cccc(C(=O)N2CCC(N3CCC(C(=O)NC4CC4)CC3)CC2)c1
-11.0 | COCCN1C(=O)c2oc3cc(C)cc(C)c3c(=O)c2C1c1cccc(O)c1 (stereo not drawn)
3.5 | CC(=O)N1c2ccc(S(=O)(=O)N3CCN(c4cccc(Cl)c4)CC3)cc2CC1C (stereo not drawn)
4.2 | CCCCOc1cccc(C(=O)Nc2cc3nn(-c4ccc(F)cc4)nc3cc2C)c1
-0.2 | O=C(O)CN1C(=O)C2C3CCC(C3)C2C1=O (stereo not drawn)
10.3 | CC(C)(C)c1ccc(S(=O)(=O)N2CC(=O)Nc3ccccc32)cc1
5.3 | CC(=O)Nc1ccc(S(=O)(=O)NCC2CCC(C(=O)NCCc3ccccc3)CC2)cc1 (stereo not drawn)
5.8 | COc1cc(/C=C2/C(=O)N(CCN3CCOCC3)C(=S)N2C)cc(OC)c1OC
-3.2 | O=C(NC(N1CCCCC1)C(Cl)(Cl)Cl)c1ccc(Cl)cc1 (stereo not drawn)
0.2 | CCCOc1ccc(NC(=O)CC2C(=O)N(c3cccc(OC)c3)C(=O)N2CCc2ccncc2)cc1 (stereo not drawn)
4.2 | Cc1ccc([N+](=O)[O-])c(OCCNCC2CCCO2)c1 (stereo not drawn)
-5.5 | COC(=O)C1=C(C)N(c2cccc(Cl)c2)C(=O)/C1=C\c1ccc(SC)cc1
4.5 | COCc1ccc(C(=O)N2CCCCC2C(=O)Nc2cccc(-c3nnc(C)s3)c2)o1 (stereo not drawn)
5.6 | CCC(C)c1ccc(NC(=O)c2ccncc2)cc1 (stereo not drawn)
6.9 | O=C(NC1CCOCC1)C1CCC(=O)N(CCc2ccc(Cl)cc2)C1 (stereo not drawn)
-3.8 | COc1ccc(CN(C(=O)c2cc(=O)c3ccccc3o2)C2CCS(=O)(=O)C2)cc1OC (stereo not drawn)
-2.7 | CC(=O)Nc1ccc(NC(=O)CSc2nc3ccccc3nc2N2CCOCC2)cc1

# Of the compounds above, these contain bromine:
ROC1-CUL1 inh | canonical_smiles
-2.1 | Cc1ccc2oc(-c3cccc(N=Cc4cc(Br)cc(Br)c4O)c3)nc2c1
-1.2 | CCCOC(=O)c1c(-c2ccc(Br)cc2)csc1NC(=O)c1csc(C)c1C

# Additional results
ROC1-CUL1 inh | canonical_smiles
-0.5 | CC(C)NC(=O)C1CCCN(S(=O)(=O)c2ccc3c(ccn3C)c2)C1 (stereo not drawn)
-2.7 | Cc1nnc2n1N=C(c1ccc(Br)cc1)CS2
1.3 | CN(C(=O)c1ccc(OC2CCN(Cc3ccccn3)CC2)cc1)C1CCOC1 (stereo not drawn)
-3.3 | Cc1cccc(C)c1NC(=O)N1CCC(C(N)=O)(N2CCCCC2)CC1
-0.6 | COc1ccccc1/C=N/NC(=O)c1nn(-c2ccc(Cl)cc2)c(=O)c2c(N)scc12
-4.4 | Cc1[nH]nc2c1C(c1cccc(OC3CCCC3)c1)C(C#N)C(=N)O2 (stereo not drawn)
5.6 | Cc1cccc(NC(=O)c2nnn(-c3cc(Cl)ccc3C)c2C)c1
-6.3 | Cc1cc(C(=O)CSc2nc3sc4c(c3c(=O)n2-c2ccccc2)CCC(C)C4)c(C)n1-c1ccccc1F (stereo not drawn)
7.4 | O=C(C1CC(Cc2cccc(F)c2)=NO1)N1CCC(C(O)c2cccs2)CC1 (stereo not drawn)
6.6 | CN(CC1Cc2ccccc2O1)C(=O)CCC1(Cc2ccccc2)CCC(=O)N1 (stereo not drawn)
3.1 | Cc1cccc(OCc2nc(CC(=O)Nc3ccc(C)c(C)c3)cs2)c1
-5.9 | COc1ccccc1N1CCN(CC(O)COC(C)(C)C)CC1 (stereo not drawn)
-2.7 | O=C(c1ccc(N=Cc2cccs2)cc1)N(c1ccccc1)c1ccccc1
-5.5 | O=C1Nc2ccccc2CCC1Sc1nnc(-c2ccc(Cl)cc2)s1 (stereo not drawn)
-5.9 | CCCOc1ccccc1C1CC(=O)Nc2c1c(=O)n(C)c(=O)n2C (stereo not drawn)
2.3 | COc1ccccc1C(=O)N1CCN(Cc2cc(=O)oc3cc(C)ccc23)CC1
0.8 | O=C(CSc1nc2scc(-c3ccc(F)cc3)c2c(=O)n1-c1ccccc1)Nc1ccccc1C(F)(F)F
7.4 | C/C(=N\NC(=O)c1cc(C)[nH]n1)c1ccc2ccccc2c1
-5.1 | CCOc1ccc(NC(=O)c2cccc(F)c2)cc1
-6.3 | COc1ccccc1Cn1c(CNS(=O)(=O)c2ccc(CC(C)C)cc2)nc2cccnc21
11.4 | COc1ccc(F)c(CN2CCCC3(CCN(CC4CC4)C3)C2=O)c1 (stereo not drawn)
9.7 | Cc1cc(C)nc(SCC(=O)c2ccc(O)c(O)c2)n1
-0.7 | CCCCCCCSc1nnc(C)c(=O)[nH]1
10.2 | Cc1ccccc1CN1C(=O)C(O)(CC(=O)c2ccccc2)c2cc(Cl)ccc21 (stereo not drawn)
3.3 | Cn1c(C(=O)Nc2cccnc2)cc2c(=O)n3ccccc3nc21
11.8 | CCOc1ccc(CCNC(=O)c2ccc(CS(=O)(=O)c3ccccc3C)o2)cc1OCC
-1.6 | N#Cc1c(OCC(=O)c2ccccc2)nc2c(c1-c1ccncc1)CCc1ccccc1-2
3.9 | Cc1ccc(S(=O)(=O)N2CN(C)C(C)(C)C2)cc1
2.5 | CCN(CC)CCCNC(=O)c1ccc2c(Cl)c3c(nc2c1)CCCC3
-1.0 | Cc1cc(C)nc(NC(=NC2CC(C)(C)NC(C)(C)C2)NC(=O)Nc2ccccc2)n1

# Additional results:
ROC1-CUL1 inh | canonical_smiles
-4.5 | Cc1ccc(-c2cc(C(=O)Oc3ccccc3)c3cc(C)ccc3n2)cc1
1.0 | CC(=O)Nc1sc2c(c1C(c1ccc(OC(F)F)cc1)N1CCOCC1)CCCC2 (stereo not drawn)
16.1 | CCc1nnc2c(NCCc3ccc(OC)c(OC)c3)nc3ccccc3n12
6.2 | CCc1cccc(C)c1NC(=O)Nc1ccc(F)cc1
-2.2 | CCOC(=O)C1CCCN(S(=O)(=O)c2ccc3[nH]c(=O)oc3c2)C1 (stereo not drawn)
-4.6 | Cc1ccc(Nc2sc(C(=O)c3ccccc3)c(N)c2S(=O)(=O)c2ccccc2)c(C)c1
-5.6 | CCOc1ccc(NC(=O)c2c(C)oc3nc(C)nc(N4CCOCC4)c23)cc1
29.7* | Clc1nn2nnnc2c2ccccc12
-3.1 | C=CCn1c(=S)oc2cc(F)c(-n3ncc(=O)n(C)c3=O)cc21
1.1 | CCOc1ccc(NC(=O)c2cc(C)nc3c2c(C)nn3-c2cccc(F)c2)cc1
-1.5 | CC1CCc2c(C(=O)Nc3nc4c(Cl)cccc4s3)csc2C1 (stereo not drawn)
5.9 | CC#CCN1C(=O)NC(CCc2ccccc2)(C2CCN(CCC(C)c3ccccc3)CC2)C1=O (stereo not drawn)
4.6 | COc1ccc(NC(=O)c2cc(C#N)c3ccccn23)cc1
1.1 | COc1ccc2c(c1)C(=O)Cc1cc(Cl)ccc1S2
3.6 | COc1ccc(C2(CNC(=O)c3ccc(Br)cc3)CCCC2)cc1OC
-7.3 | O=C1CSc2cc(O)ccc2O1
6.6 | Cc1ccccc1-c1noc(-c2cc(C(C)C)[nH]n2)n1
-3.4 | CCOC(=O)C(C(=O)/C=C/C(=O)C(C(=O)OCC)C(=O)OCC)C(=O)OCC
5.3 | CC1(C(=O)O)CCC(C(=O)O)C1(C)C (stereo not drawn)
-2.6 | Cc1ccc2nc(CN3CCN(C(=O)Nc4ccc(C)c(F)c4)CC3)oc2c1
2.1 | CCCCC1CN(CCC(=O)NC(C)Cc2cncs2)Cc2ccccc2O1 (stereo not drawn)
-2.3 | Cc1ccc(-n2nnnc2-c2cnc(-c3ccncc3)nc2-c2cccs2)cc1
2.7 | CC(C)CNC(=O)c1cc(Br)ccc1Br
-2.4 | COc1ccc(NC(=O)c2c(NC(=O)C(C)(C)C)sc3c2CCC(C)C3)cc1 (stereo not drawn)
-5.4 | Cc1ccc(S(=O)(=O)N(CC(=O)NCCSc2ccccn2)c2ccccc2F)cc1
-1.3 | CC1(C)CC(=O)C(N=Nc2cccnc2)=C(O)C1
0.7 | CSC1=NC(C)=C(C(C)=O)C(c2ccccc2Cl)C1C#N (stereo not drawn)
1.3 | COC(=O)c1c(N)sc2c1CCCC2
8.0 | O/N=C(\Cn1ccnc1)c1ccccc1
3.2 | COCCCn1c(CN2CCSCC2)cnc1S(=O)(=O)C1CCCC1

# The listing continues.
ROC1-CUL1 inh | canonical_smiles
5.1 | O=C(CSc1ncnc2nc[nH]c12)Nc1nnc(SCc2cccc3ccccc23)s1
7.7 | Cc1cc(C(=O)N/N=C/c2cc(Br)ccc2OC(=O)c2ccccc2)n[nH]1
9.1 | CC(=O)N1CCCc2ccc(NC(=O)c3ccc(OC(C)C)cc3)cc21
2.1 | CCOC(=O)C1C(=N)OC2=C(C(=O)CCC2)C1c1sccc1C (stereo not drawn)

# This is a subset (hit frequency here may not be typical).
